# Bioassay records from PubChem.
# Tcruzi prolif: T. cruzi intracellular proliferation inhibitors, primary screen, cell-based, beta-gal Tulahuen parasites, NIH3T3 host, luminescence; T. cruzi beta-gal in NIH3T3, GalScreen luminescence, 90 h; 5.9% of 77,000 active; inhibition, % at 8.34 µM;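 active = mean inhibition above about 93%, with at least 55% of replicates each passing it, limit read from the data, passing the limit was not always enough; inconclusive = only one of those two conditions holds; inactive = neither condition holds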
# C diff growth: C. difficile growth inhibitors, primary screen, HTS. Clostridium difficile clinical isolate growth, OD600, 24 h; hits give low values. growth activity, negative = inhibition, % at 16 µg/mL (by protocol). 0.25% of 86,000 active. AID 1259249, 2017;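 active = mean growth activity at or below -80% and every replicate also at or below -80%; inconclusive = mean at or below -80% but some replicate above -80%; inactive = mean growth activity above -80%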;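 also: 0% = DMSO wells and -100% = levofloxacin 16 µg/mL wells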
# GASC1 inh: inhibitors of GASC-1 (KDM4C) histone demethylase, primary screen, biochemical, single concentration HTS. Lysine-specific demethylase 4C (Homo sapiens), Q9H3R0. GST-KDM4C 2-372, H3K9me3 peptide, LANCE TR-FRET. inhibition, % at 12.5 µM. AID 720574, 2013. 0.15% of 96,000 active;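 active = mean replicate inhibition above about 25%, with at least 55% of replicates also reaching it, limit read from the data, passing the limit was not always enough; inconclusive = only one of those two conditions met; inactive = neither condition met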
# Target sequence (Q9H3R0 2-372 limits assumed): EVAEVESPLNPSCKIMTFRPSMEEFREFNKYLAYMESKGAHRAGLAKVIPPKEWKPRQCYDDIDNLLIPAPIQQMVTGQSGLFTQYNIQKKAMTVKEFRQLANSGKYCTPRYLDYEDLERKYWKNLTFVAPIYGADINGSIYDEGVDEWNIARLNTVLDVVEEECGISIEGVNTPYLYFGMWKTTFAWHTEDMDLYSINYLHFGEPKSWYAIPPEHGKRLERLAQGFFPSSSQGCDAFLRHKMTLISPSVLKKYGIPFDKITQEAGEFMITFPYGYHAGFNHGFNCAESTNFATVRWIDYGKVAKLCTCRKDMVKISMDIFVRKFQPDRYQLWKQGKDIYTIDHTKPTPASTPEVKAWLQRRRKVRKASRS
#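 Test system: N-terminal GST-fused human GASC-1 (KDM4C) fragment, residues 2-372; quantity: GASC-1 enzyme at 10 nM final in reaction; dosing: single dose; schedule: 30 min demethylation and 1 h detection at room temperature; signal: LANCE TR-FRET, excitation 340 nm, emissions 618 and 671 nm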
# Pf Dd2 inh: P. falciparum Dd2 growth inhibitors, primary screen, SYBR Green fluorescence, single dose replicates. 72 h; hits give low values. activity change, % at 10 µM. 2.3% of 94,000 active. AID 1159554, 2015; in the data active = activity change below about -80%; inconclusive = no clear call, values can overlap the other calls
# * marks the source's active call; other numbers are inactive results; ? = inconclusive; . = no result given; & = joins results of further samples.
# Screens in order: Pf Dd2 inh	C diff growth	Tcruzi prolif	GASC1 inh
C[C@H](CO)N1C[C@H](C)[C@@H](CN(C)C(=O)C2CCC2)Oc2ncc(C#Cc3cccc(F)c3)cc2C1=O
 : -50.0	1.2	-20.7	-0.4
C[C@H](CO)N1C[C@H](C)[C@@H](CN(C)Cc2ccncc2)Oc2c(NS(=O)(=O)c3ccccc3)cccc2C1=O
 : 10.3	-7.2	40.9	-2.4
Cc1ccc(S(=O)(=O)N(C)C[C@H]2Oc3c(NS(=O)(=O)c4ccc(Cl)cc4)cccc3C(=O)N([C@H](C)CO)C[C@@H]2C)cc1
 : 17.2	0.0	17.4	-1.2
O=C(C[C@@H]1C=C[C@H](NC(=O)C2CC2)[C@@H](CO)O1)NCC1CC1
 : 1.8	-0.6	.	0.4
Cc1noc(C)c1NC(=O)Nc1ccc2c(c1)C(=O)N([C@@H](C)CO)C[C@H](C)[C@H](CN(C)Cc1ccc(C(F)(F)F)cc1)OCCCC[C@H](C)O2
 : -33.6	4.8	68.3	1.2
C[C@@H]1CCCCO[C@@H](CN(C)C(=O)Cc2ccccc2)[C@@H](C)CN([C@H](C)CO)C(=O)c2cc(NS(=O)(=O)c3ccc(F)cc3)ccc2O1
 : -45.5	1.5	.	-0.9
CCC(=O)N1C[C@H](C)[C@@H](OC)CN(C)C(=O)c2cc(NC(=O)Nc3ccc(Cl)cc3)ccc2OC[C@H]1C
 : -4.3	.	-6.4	-0.3
CO[C@@H]1CN(C)C(=O)c2cc(NC(C)=O)ccc2OC[C@@H](C)N(Cc2ccccc2C(=O)O)C[C@@H]1C
 : 27.2	.	-12.0	0.6
CN1[C@H](C(=O)NCC2CCCCC2)[C@@H](CO)[C@@H]2Cn3c(cccc3=O)[C@@H]21
 : 7.6	-4.1	1.4	-0.9
N#C[C@H]1[C@H](c2ccc(C#CC3CCCCC3)cc2)[C@@H](CO)N1C(=O)Nc1ccc(F)cc1
 : -86.1*	-5.6	.	1.3
C[C@H](CO)N1C[C@H](C)[C@H](CN(C)C(=O)C2CC2)Oc2cc(C#CC3CC3)ccc2S1(=O)=O
 : -30.6	1.3	71.9	0.5
Cc1noc(C)c1NC(=O)Nc1ccc2c(c1)C(=O)N([C@@H](C)CO)C[C@@H](C)[C@@H](CN(C)Cc1ccc(C(F)(F)F)cc1)OCCCC[C@H](C)O2
 : -73.7	3.4	58.9	0.2
C[C@@H]1CCCCO[C@@H](CN(C)C(=O)CCC(F)(F)F)[C@H](C)CN([C@H](C)CO)C(=O)c2cc(NC(=O)NC3CCCCC3)ccc2O1
 : -13.0	-6.3	25.1	-1.3
C[C@H](O)C#Cc1ccc([C@H]2[C@H]3CN(C(=O)c4ccncc4)CCCCN3[C@H]2CO)cc1
 : 17.4	-7.1	100.9*	0.8
COc1ccc(NC(=O)Nc2ccc3c(c2)[C@H]2C[C@@H](CC(=O)NCc4ccccc4F)O[C@@H](CO)[C@H]2O3)cc1
 : 8.0	-10.2	50.7	4.7
COc1ccc(S(=O)(=O)Nc2ccc3c(c2)C(=O)N([C@H](C)CO)C[C@@H](C)[C@H](CN(C)S(=O)(=O)c2cn(C)cn2)OCCCC[C@@H](C)O3)cc1
 : -3.9	4.1	-31.8	-0.2
CC=Cc1ccc2n(c1=O)C[C@@H]1[C@@H](CO)[C@H](C(=O)NCCc3cn(C)cn3)[C@H]2N1C(=O)CC (mixture of isomers)
 : .	-6.6	-38.6	1.2
COC(=O)C[C@H]1CC[C@@H](N)[C@H](CO)O1
 : 10.4	.	9.3	.
CCNC(=O)[C@@H]1[C@@H](CO)[C@@H]2Cn3c(ccc(-c4ccc(OC)cc4)c3=O)[C@H]1N2CC1CC1
 : .	9.1	77.6	0.5
COc1ccc(CN2CC3(CN(Cc4ccccc4OC)C3)c3c([nH]c4cc(OC)ccc34)[C@H]2CO)cc1
 : -66.3	6.9	.	0.4
Cc1ccc(S(=O)(=O)Nc2ccc3c(c2)C(=O)N([C@H](C)CO)C[C@@H](C)[C@H](CN(C)Cc2ccc4c(c2)OCO4)OCCCC[C@@H](C)O3)cc1
 : -50.2	5.5	101.7*	0.7
COc1ccccc1S(=O)(=O)N[C@H]1CC[C@H](CCNC(=O)C2CCCCC2)O[C@H]1CO
 : -0.5	-7.8	-17.6	0.3
COc1ccc(S(=O)(=O)Nc2ccc3c(c2)C(=O)N([C@@H](C)CO)C[C@H](C)[C@@H](CN(C)C(=O)NC2CCCCC2)O3)cc1
 : 7.8	.	-30.8	-0.1
CO[C@@H]1CN(C)C(=O)c2cc(NC(=O)NC3CCCC3)ccc2OC[C@H](C)N(CC2CC2)C[C@@H]1C
 : 2.4	-0.6	.	1.7
O=C(C[C@@H]1CC[C@@H]2[C@H](COC[C@@H](O)CN2CCC(F)(F)F)O1)N1CCC(Cc2ccccc2)CC1
 : -1.6	6.0&-11.9	?	-1.0
COC(=O)c1ccc(CN2CC(=O)N3[C@@H](CO)[C@H](c4ccc(-c5cccnc5)cc4)[C@@H]3C2)cc1
 : 28.7	-0.5	.	-0.1
C[C@@H]1CCCCO[C@H](CN(C)C(=O)c2ccncc2)[C@H](C)CN([C@@H](C)CO)C(=O)c2cc(N(C)C)ccc2O1
 : 17.8	-4.3	66.1	.
C[C@H](NC(=O)C[C@H]1CC[C@@H](NC(=O)Cc2ccccn2)[C@H](CO)O1)c1ccccc1
 : 5.3	.	18.5	1.9
O=C(C1CCCC1)N1C[C@@H]2[C@H](c3ccccc31)[C@H](CO)N2C(=O)c1ccccc1F
 : -3.6	1.1	-27.3	1.2
CNC[C@@H]1OCCCC[C@@H](C)Oc2ccc(NC(=O)c3ccccc3)cc2C(=O)N([C@@H](C)CO)C[C@H]1C
 : 14.9	-4.3	46.6	-1.0
C[C@H](CO)N1C[C@H](C)[C@H](CN(C)S(=O)(=O)c2ccccc2)Oc2ccc(NS(=O)(=O)c3cccs3)cc2CC1=O
 : 4.8	22.5	14.4	-4.2
CS(=O)(=O)Nc1ccc2c(c1)[C@H]1C[C@@H](CC(=O)N3CCCCC3)O[C@H](CO)[C@H]1O2
 : -10.1	-0.5	-41.6	-0.2
C[C@@H]1CCCCO[C@H](CN(C)CC2CCCCC2)[C@H](C)CN([C@H](C)CO)C(=O)c2cc(NS(=O)(=O)c3ccccc3)ccc2O1
 : -55.6	13.4	76.5	0.4
C/C=C/c1cnc2c(c1)C(=O)N([C@H](C)CO)C[C@@H](C)[C@@H](CN(C)Cc1ccccc1)O2
 : 9.2	2.4	16.0	-1.9
COCC#Cc1ccc([C@@H]2[C@H]3CN(S(=O)(=O)c4cccc(OC)c4)CCCCN3[C@H]2CO)cc1
 : -7.5	4.9	32.2	0.5
CC(C)NC(=O)Nc1ccc2c(c1)C(=O)N([C@@H](C)CO)C[C@@H](C)[C@@H](CN(C)Cc1ccc(C(=O)O)cc1)O2
 : 5.1	0.1	41.4	0.1
C[C@H](CO)N1C[C@H](C)[C@H](CN(C)C(=O)Nc2cccc3ccccc23)OCCCC[C@H](C)Oc2ccc(NC(=O)CCC(F)(F)F)cc2C1=O
 : -53.9	1.4	76.2	-1.8
CC(C)CC#Cc1ccc2c(c1)O[C@H](CN(C)Cc1cccc(F)c1)[C@@H](C)CN([C@@H](C)CO)S2(=O)=O
 : -57.3	21.4	46.0	14.8
C[C@H](NC(=O)C[C@H]1CC[C@H](NC(=O)Cc2ccccn2)[C@H](CO)O1)c1ccccc1
 : 9.8	.	9.5	-0.8
CO[C@H]1CN(C)C(=O)c2ccc(NC(=O)c3cccc(F)c3)cc2OC[C@@H](C)N(C)C[C@@H]1C
 : -7.1	.	-17.6	0.1
C[C@H](CO)N1C[C@H](C)[C@@H](CN(C)Cc2ccc(C(F)(F)F)cc2)OCCCC[C@H](C)Oc2ccc(NC(=O)Nc3ccc(C(F)(F)F)cc3)cc2C1=O
 : 38.3	2.9	32.1	12.3
COCC(=O)N1C[C@@H](C)[C@H](OC)CN(C)C(=O)c2cc(NC(=O)c3ccc(OC)cc3)ccc2OC[C@@H]1C
 : 30.1	.	2.4	-1.1
COc1ccc(NC(=O)N(C)C[C@@H]2Oc3ncc(C#C[C@H](C)O)cc3C(=O)N([C@@H](C)CO)C[C@@H]2C)cc1
 : 34.7	1.1	72.2	1.0
COc1ccccc1CNC(=O)C[C@H]1CC[C@@H]2[C@H](COC[C@H](O)CN2Cc2ccc3c(c2)OCO3)O1
 : -11.0	5.6&0.2	94.0	-1.3
CCCC(=O)Nc1ccc2c(c1)OC[C@@H](C)N(C(=O)c1ccccc1F)C[C@H](C)[C@H](OC)CN(C)C2=O
 : .	.	-10.3	0.0
CO[C@H]1CN(C)C(=O)c2ccc(NC(=O)C3CC3)cc2OC[C@@H](C)N(C(=O)c2ccncc2)C[C@H]1C
 : 21.1	0.2	-8.1	0.5
O=C(CCN1CCCCC1)N[C@@H]1CC[C@H](CCNC(=O)c2cc(Cl)cc(Cl)c2)O[C@H]1CO
 : 14.0	.	-18.6	-1.0
CCS(=O)(=O)N1CC2(C1)[C@H](c1ccccc1)[C@@H](CO)N2Cc1ccc(F)cc1
 : -35.1	-2.4	.	2.4
O=C(C[C@@H]1CC[C@@H](NS(=O)(=O)c2ccc(F)cc2)[C@H](CO)O1)NCc1ccncn1
 : 29.2	-1.8	12.4	-0.4
C[C@H](CO)N1C[C@H](C)[C@@H](CN(C)Cc2ccc(-c3ccccc3)cc2)Oc2c(NS(=O)(=O)c3ccc(Cl)cc3)cccc2C1=O
 : -9.0	14.9	36.2	0.7
C[C@H](CO)N1C[C@H](C)[C@@H](CN(C)Cc2ccc3c(c2)OCO3)Oc2c(NS(C)(=O)=O)cccc2C1=O
 : 5.4	-1.4	-25.0	.
CC(C)NC(=O)N1[C@@H]2CNC[C@H]1C2c1ccc(-c2ccccc2)cc1 (some centres undefined)
 : 8.2&10.5	-3.0&-9.2	.	-0.6&0.0
COc1ccc(S(=O)(=O)Nc2ccc3c(c2)C(=O)N([C@@H](C)CO)C[C@H](C)[C@@H](CN(C)C(=O)NC(C)C)O3)cc1
 : 1.9	-2.1	-33.1	0.5
COc1ccc(S(=O)(=O)Nc2cccc3c2O[C@@H](CN(C)C(=O)Nc2ccc(F)cc2)[C@H](C)CN([C@@H](C)CO)C3=O)cc1
 : 4.2	.	25.4	-0.1
O=C(C[C@H]1CC[C@H]2[C@@H](COC[C@@H](O)CN2Cc2cccc(-c3ccncc3)c2)O1)N1CCN(c2ccccc2)CC1
 : -36.9	-3.2	9.7	-0.6
CCCC#Cc1cnc2c(c1)C(=O)N([C@@H](C)CO)C[C@H](C)[C@@H](CN(C)C(=O)Cc1ccccc1)O2
 : -33.4	-7.1	37.0	-0.1
C[C@@H]1CN([C@@H](C)CO)C(=O)c2cccc(NS(=O)(=O)c3cccs3)c2O[C@@H]1CN(C)Cc1ccc(Oc2ccccc2)cc1
 : -46.2	.	29.3	0.8
C[C@H]1CN([C@@H](C)CO)C(=O)CCCn2nncc2CO[C@H]1CN(C)S(=O)(=O)c1ccc2ccccc2c1
 : -38.1&-19.6	5.2&3.9	8.5&-14.4	-1.0
COc1ccc(CN(C)C[C@H]2OCCCC[C@@H](C)Oc3ccc(NS(=O)(=O)c4cn(C)cn4)cc3C(=O)N([C@@H](C)CO)C[C@H]2C)cc1
 : -28.0	-1.9	8.0	-0.8
CN(C)CC(=O)N[C@@H]1CC[C@@H](CC(=O)O)O[C@H]1CO
 : -14.5	6.7	.	.

# Remaining list, next part.
# Screens in order: Pf Dd2 inh	C diff growth	Tcruzi prolif	GASC1 inh
C[C@@H]1CN([C@H](C)CO)C(=O)Cc2cc(NC(=O)C3CCCCC3)ccc2O[C@H]1CN(C)Cc1ccncc1
 : 1.2	3.4	25.9	-1.4
COc1ccc(CN(C)C[C@@H]2OCCCC[C@@H](C)Oc3ccc(NS(=O)(=O)c4c(C)noc4C)cc3C(=O)N([C@H](C)CO)C[C@@H]2C)cc1
 : -7.8	6.1	-37.0	-0.4
COC(=O)C[C@@H]1CC[C@H]2[C@@H](COc3ccc(NS(=O)(=O)c4ccccc4Cl)cc3C(=O)N2C)O1
 : .	-7.4	-6.3	0.4
Cc1noc(C)c1S(=O)(=O)N(C)C[C@@H]1Oc2ccc(NC(=O)Cc3cn(C)c4ccccc34)cc2CC(=O)N([C@@H](C)CO)C[C@@H]1C
 : -74.5	-2.1	54.9	-3.3
C[C@H](CO)N1C[C@H](C)[C@@H](CN(C)Cc2ccc(C(F)(F)F)cc2)Oc2c(NC(=O)Nc3ccc4c(c3)OCO4)cccc2C1=O
 : -10.1	-11.8	78.8	7.2

# Full records, quoted from the list. Screens in order: Pf Dd2 inh	C diff growth	Tcruzi prolif	GASC1 inh
# C[C@@H]1CN([C@H](C)CO)C(=O)Cc2cc(NC(=O)C3CCCCC3)ccc2O[C@H]1CN(C)Cc1ccncc1 reads 1.2	3.4	25.9	-1.4
# Cc1noc(C)c1S(=O)(=O)N(C)C[C@@H]1Oc2ccc(NC(=O)Cc3cn(C)c4ccccc34)cc2CC(=O)N([C@@H](C)CO)C[C@@H]1C reads -74.5	-2.1	54.9	-3.3

# Not a hit list, and some 7.2% of all compounds hit somewhere here.
